# Wnt bcat act: activators of Wnt/beta-catenin signaling; Wnt/beta-catenin reporter cell assay, activator, plate reader; activation, % at 9.35 µM; 300,000 tested, 1.2% active; in the data active = activation above about 30%, passing the limit was not always enough; inconclusive = no clear call, values can overlap the other calls;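 also: 0% = neutral control wells and 100% = positive control wells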
# CAL PDZ FP-1: human CAL PDZ-peptide interaction inhibition; inhibition, % at 20 µM; 330,000 tested, 0.02% active; AID 504414; purified CAL PDZ, TMR-peptide fluorescence polarization, 1 h;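 active = highest replicate inhibition of at least 40%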;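 also: plate controls were DMSO neutral control wells for no effect and unlabeled competitor peptide control wells for full effect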
#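 Assay system – tagged CAL PDZ protein CerCALP, purified · Timing – 1 h at RT · Compound – single point, 20 µM · Measured by – fluorescence polarization from S- and P-plane intensities, G-factor corrected · Evaluation – inhibition from polarization loss · Probe or stimulus – TMR reporter peptide T*-PRC34 · Buffer or medium – pH 7.4 phosphate-saline buffer, reducing agent, detergent, IgG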
# phage Ecoli inh: E. coli growth loss with phage present | inhibition, % at 11.9 µM | growth absorbance | 360,000 tested, 0.26% active; in the data active = inhibition above about 11%
# E coli growth: bacterial growth inhibition, counter-screen for AddAB inhibitors. E. coli V3065 growth, OD600 absorbance, 18 h. inhibition, % at 11.9 µM. 330,000 tested, 0.27% active. AID 449728;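 active = inhibition above the campaign's mean inhibition across all tested compounds plus 3 SD, cut at about 9.9% in these data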;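 also: uninfected addAB+ strain grown without phage in ampicillin broth; 0% = DMSO wells and 100% = ciprofloxacin 0.95 µg/ml wells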
# Tat transport: inhibitors of E. coli Tat protein transport; inhibition, % at 10 µM; E. coli MC4100 TorA-mCherry Tat export, fluorescence; 340,000 tested, 0.036% active;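 active = mean replicate inhibition at least 50% and at least half of replicates individually reaching 50%; inconclusive = only one of the two criteria met; inactive = neither criterion met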;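 also: exported cargo escapes ClpAP degradation while cytoplasmic cargo is degraded and loses fluorescence; 0% = median of neutral control wells and 100% = median of NaSCN control wells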
# SR-BI DiI-HDL act: enhances SR-BI lipid uptake from DiI-HDL. AID 504775. CHO ldlA[mSR-BI] cells, DiI-HDL uptake fluorescence, 3 h; 100 = double the neutral-control signal. activation, % at 12.5 µM. 320,000 tested, 0.096% active;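 active = mean replicate activation of at least 60% and every replicate at or above 60%; inconclusive = mean or all-replicate condition met, but not both; inactive = mean below 60% and not all replicates reaching 60%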;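 also: 0% = median plate neutral-control signal and 100% = twice that signal; values of inactives mirror those of a sister screen read the other way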
#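 material = CHO ldlA[mSR-BI] cells | medium = Ham's F12 with 0.5% BSA, HEPES 25 mM, pH 7.4 | reagent = fluorescent DiI-HDL, 10 µg/mL final | compound dosing = single-point compound dose | incubation = 3 h, 37 °C | measured by = bottom-read fluorescence, 550/595 nm | measure = HDL uptake via cellular fluorescence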
# SR-BI HDL uptake: mouse SR-BI HDL lipid transfer inhibition | Q61009 | ldlA[mSR-BI] CHO cells, DiI-HDL uptake fluorescence, 3 h | inhibition, % at 12.5 µM | 320,000 tested, 0.96% active;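 active = mean replicate inhibition of at least 70% and a set share of replicates each scoring 70 or more; inconclusive = meets just one of the two criteria; inactive = fails both criteria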;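 also: 0% = median of neutral control wells and 100% = median of positive control wells; values of inactives mirror those of a sister screen read the other way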
# Target sequence (Q61009 whole entry, looked up): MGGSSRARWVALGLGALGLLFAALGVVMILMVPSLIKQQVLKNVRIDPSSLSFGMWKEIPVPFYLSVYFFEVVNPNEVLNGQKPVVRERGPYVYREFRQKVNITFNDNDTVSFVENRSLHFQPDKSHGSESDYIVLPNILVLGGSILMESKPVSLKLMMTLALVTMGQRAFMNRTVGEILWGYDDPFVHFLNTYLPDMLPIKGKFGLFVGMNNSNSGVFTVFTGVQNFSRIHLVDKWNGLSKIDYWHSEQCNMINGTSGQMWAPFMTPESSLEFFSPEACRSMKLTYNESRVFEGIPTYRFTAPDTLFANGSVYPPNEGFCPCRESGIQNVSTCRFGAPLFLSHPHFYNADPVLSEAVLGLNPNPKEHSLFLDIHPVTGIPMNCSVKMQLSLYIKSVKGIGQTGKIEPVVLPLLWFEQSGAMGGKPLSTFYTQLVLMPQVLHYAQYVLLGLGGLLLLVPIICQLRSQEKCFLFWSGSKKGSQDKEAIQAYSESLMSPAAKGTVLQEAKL
# CAL PDZ FP-2: inhibitors of human CAL PDZ peptide binding; Q9HD26; purified CAL PDZ, TMR-peptide fluorescence polarization, 1 h; inhibition, % at 24.9 µM; 300,000 tested, 0.92% active; AID 602252;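 active = mean inhibition of at least 30% with at least half of replicates also reaching 30%; inconclusive = no clear call, values can overlap the other calls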;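 also: 0% = DMSO neutral control and 100% = excess unlabeled competitor peptide PRC23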
# MITF act: activators of MITF-driven TRPM1 promoter activity in SK-MEL-5 cells | SK-MEL-5 TRPM1-promoter luciferase, 24 h; % of positive control, neutral wells = 0 | 300,000 tested, 0.75% active | activation, % at 12.5 µM | AID 588334;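 active = mean activation of at least 80% with every replicate also reaching 80%; inconclusive = mean reaches 80% but some replicate falls short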;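 also: 0% = neutral control wells and 100% = parthenolide positive control wells; values of inactives mirror those of a sister screen read the other way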
# AddAB inh: less growth of phage-infected E. coli with AddAB. E. coli expressing H. pylori AddAB, absorbance growth. inhibition, % at 11.9 µM. 330,000 tested, 0.29% active; in the data active = inhibition above about 12%;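 also: 0% = vehicle wells of infected cells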
# Numbers without * were called inactive; ? = inconclusive; nt = not tested or not shown.
Structure	Wnt bcat act	CAL PDZ FP-1	phage Ecoli inh	E coli growth	Tat transport	SR-BI DiI-HDL act	SR-BI HDL uptake	CAL PDZ FP-2	MITF act	AddAB inh
COc1ccc(C)cc1NC(=O)CN1CCN(S(=O)(=O)c2ccc(F)cc2)CC1	nt	-1.5	2.7	1.0	-2	-21	21	0	10	-0.2
COc1ccc(OC)c(NS(=O)(=O)c2ccc(NC(=O)c3ccc(NS(C)(=O)=O)cc3)cc2)c1	-15	-1.5	0.2	2.2	-1	1	-1	1	0	1.0
CC(=O)c1ccc(NC(=O)Cn2cnc(S(=O)(=O)N3CCOCC3)c2)cc1	-1	-2.1	1.3	1.0	-8	12	-12	-2	-10	2.2
CCOc1ccc(NC(=O)CN(C)CC(=O)Nc2ccc(F)c(F)c2F)cc1OCC	-3	-0.7	1.5	-0.9	0	-18	18	-1	1	0.3
Cc1cc(C(=O)COc2ccc(F)cc2Br)c(C)n1C1CC1	0	-0.8	0.0	nt	4	-47	47	-1	58	nt
O=C(c1cccc(S(=O)(=O)N2CCN(c3ccc(F)cc3)CC2)c1)N1CCCC(C(F)(F)F)C1 (centres undefined)	-8	0.4	3.2	1.7	6	-9	9	-3	-22	5.0
Cc1ccc2c(CC(=O)OCc3nc(N)nc(Nc4ccccc4C)n3)coc2c1	-3	nt	3.4	1.8	12	-2	2	-5	nt	-1.2
CNc1ccccc1C(C)(C)c1cc(-c2cc(C)cc(C)c2)no1	nt	-3.1	1.7	4.3	-5	-47	47	0	-9	4.1
Cc1ccc(-c2nnn(CC(=O)N(CC3CCCO3)C(C(=O)NC3CCCC3)c3ccc(O)cc3)n2)o1 (centres undefined)	-2	-1.7	3.1	0.2	2	-15	15	-1	-5	2.0
O=C(ON=C1CCN(S(=O)(=O)c2ccccc2)CC1)c1ccc(F)cc1	-5	-2.5	0.6	0.5	-2	33	-33	-1	nt	0.7
CCOC(=O)Cn1cnc2c(cnn2-c2ccc(Cl)cc2)c1=O	nt	nt	0.2	0.5	-13	2	-2	-1	18	-1.3
O=C(COC(=O)C1COc2ccccc2O1)NC(=O)Nc1ccc2c(c1)OCCO2 (centres undefined)	2	-0.6	2.7	1.5	-5	8	-8	-4	3	1.9
CC(C)C1=CC(=Nc2ccc(S(N)(=O)=O)cc2)C=C(C(C)C)C1=O	0	-0.1	-2.8	nt	-4	12	-12	-1	-7	nt
CC(NC(=O)C12CC3CC(CC(O)(C3)C1)C2)c1ccc(Cl)cc1Cl (centres undefined)	0	-3.0	0.9	-3.2	-6	nt	nt	-1	-2	1.8
Cc1cc(C)c2cc(CN(CCO)Cc3nnnn3Cc3ccccc3)c(=O)[nH]c2c1	-2	0.7	0.9	-1.0	-3	8	-8	1	-1	-1.7
COc1ccccc1CNC(=O)CN1C(=O)NC2(CCCC2)C1=O	0	-0.9	2.3	-0.5	3	21	-21	-2	0	0.6
Cc1c(NC(=O)Cn2[nH]c(=O)c3ccccc3c2=O)c(=O)n(-c2ccccc2)n1C	nt	-0.6	2.6	-2.3	13	4	-4	1	-11	1.3
CCOc1ccc(/C=N/NC(=O)c2nnn(-c3nonc3N)c2-c2cccs2)cc1	1	-0.3	0.4	0.7	-1	-63	63	-4	5	4.4
COc1cccc(OC)c1C(=O)Nc1ccc(N2CCCCC2)cc1	2	-0.1	1.7	1.7	27	-25	25	2	0	0.8
O=C(Cn1ccc(NC(=O)OCc2ccccc2)nc1=O)NCCN1CCOCC1	0	1.5	1.8	2.2	2	12	-12	-2	15	3.0
COC(=O)C1=C(N)OC2=C(C(=O)CCC2)C1c1cccs1 (centres undefined)	0	-3.9	2.5	-0.4	3	1	-1	-3	nt	4.0
O=C(/C=C/c1ccccc1Cl)Nn1cnc2ccccc2c1=O	-3	-3.2	3.6	-1.0	3	23	-23	-4	-3	2.1
CC(=O)c1ccc(OCCCCCCCOc2ccc(C(C)=O)cc2)cc1	nt	-0.3	nt	1.1	3	19	-19	-20	14	0.8
CC(/C=C/c1ccccc1)=N/NC(=O)C(O)c1ccccc1 (centres undefined)	6	-2.5	3.2	-0.3	-9	6	-6	-4	48	4.4
CC(OC(=O)CCc1nc2ccccc2[nH]c1=O)C(=O)c1ccccc1 (centres undefined)	-5	-0.4	3.9	-0.2	3	-13	13	-2	nt	1.0
Cc1c(C(=O)N(Cc2ccncc2)CC2CCCO2)oc2c(F)cccc12 (centres undefined)	2	1.0	2.1	0.3	-2	16	-16	3	-8	4.7
Cc1cccc(N(CC(=O)O)CC(=O)O)c1	-3	-2.2	1.9	-0.4	-1	5	-5	-6	-4	-0.5
CN(c1ccccc1C(=O)Nc1ccc(S(=O)(=O)N2CCOCC2)cc1)S(C)(=O)=O	nt	0.2	1.0	-0.4	?	22	-22	-3	-2	2.5
COc1ccc(C2(CNC(C)=O)CCOCC2)cc1OC	-2	-1.2	3.0	-1.4	-4	27	-25	nt	nt	1.6
O=C(NCCO)/C(=C/c1ccc2c(c1)OCO2)NC(=O)c1ccc(Br)cc1	0	-1.1	3.4	-3.7	-5	2	-2	-1	-6	1.6
O=C(CSC1=NCCS1)N1CCCCCC1	nt	nt	1.2	-0.3	-2	2	-2	0	2	-1.2
Cc1ccc2cc(COC(=O)c3ccncc3)c(=O)[nH]c2c1	-9	nt	1.3	1.5	4	-10	10	-4	-9	-0.3
O=C(NCc1ccccn1)c1nc(Cn2ccc([N+](=O)[O-])n2)no1	2	-3.1	3.8	6.3	4	nt	nt	-3	0	10
CCOC(=O)C1=C(C)NC(=O)CC1c1ccccc1OC (centres undefined)	1	-0.3	4.1	0.9	-4	4	-4	0	0	4.9
O=C(CCN1C(=O)c2ccncc2C1=O)Nc1ccc2c(c1)OCCO2	nt	-1.9	1.5	0.5	1	31	-31	2	nt	2.1
CCn1c(SCC(=O)N2CCCCC2)nnc1-c1ccc(S(=O)(=O)N2CCN(C)CC2)cc1	-4	0.6	1.2	0.1	5	-3	3	0	0	-0.7
CC(=O)NC(c1cc(F)c2cccnc2c1O)C1CC1 (centres undefined)	15	2.2	0.2	-2.0	16	12	-12	-2	-15	-3.7
COc1nc(Nc2ccc([N+](=O)[O-])cc2)nc(NC2CCCCC2)n1	1	-3.0	2.8	-1.5	-1	-53	53	0	-4	0.0
Cc1ccc(C(NC(=O)N2CCCC2)C(Cl)(Cl)Cl)cc1F (centres undefined)	-5	-2.8	2.6	-1.1	3	7	-7	12	1	1.9
CN(CC(=O)Nc1cccc(F)c1)C(=O)c1cccc(S(=O)(=O)N2CCN(c3ccccc3)CC2)c1	-3	0.1	1.0	-3.2	0	-12	12	nt	-5	4.0
O=C(NC1CCCC1)C(c1ccccn1)N(C(=O)c1csnn1)c1ccccc1Cl (centres undefined)	-1	-1.1	1.2	-0.5	-1	nt	nt	4	13	2.5
CCOc1ccccc1OCCCNCc1ccco1	0	-1.3	5.3	2.2	1	-10	10	-2	-3	3.1
COCCNC(=O)c1ccc2c(c1)S(=O)(=O)c1ccccc1C2=O	-2	-0.1	3.0	0.3	5	19	-19	0	18	6.0
CC(C)NC(=O)COC(=O)c1ccccc1Oc1ccccc1	nt	-4.1	1.9	-1.2	-8	-23	23	-2	7	2.2
Cc1ccc(S(=O)(=O)NCc2cn3c(C)csc3n2)cc1	nt	0.3	3.5	-0.1	-1	34	-34	-2	16	-0.8
COc1ccc(NC(=O)CC2C(=O)NCCN2C(=O)c2ccc(Cl)cc2)cc1 (centres undefined)	0	-1.6	0.2	3.4	1	1	-1	0	-2	1.4
Cc1ccc(NC(=O)CCCCCN2C(=O)[C@@H]3Cc4ccccc4CN3C2=O)c(C)c1	2	-2.0	2.7	-1.5	-5	-8	8	-1	-11	2.6
COc1ccc(N(C(=O)Cc2cccs2)C(C(=O)NC2CCCC2)c2ccncc2)cc1 (centres undefined)	4	-2.7	2.6	2.8	1	nt	nt	-2	23	1.1
OC1C2(Cc3ccccc3)CN3CCN(C2)CC1(Cc1ccccc1)C3 (centres undefined)	nt	-2.5	1.2	-0.9	-6	12	-12	-3	5	-0.6
CCOC(=O)N1CCN(Cc2nc(N)nc(Nc3ccccc3C)n2)CC1	nt	-0.5	nt	-1.0	-3	20	-20	nt	-5	-0.1
Cc1ccccc1CSc1nc(C(C)(C)C)cc(=O)[nH]1	-3	-0.5	5.2	-1.4	-1	-1	1	2	-12	-1.5
COc1ccc(CC(=O)NNC(=O)c2nn(Cc3ccccc3)c(=O)c3ccccc23)cc1OC	2	-0.6	1.7	-2.5	-10	nt	nt	2	-8	-0.6
Cn1c(=O)[nH]c(=O)c2c1nc(N(CCO)Cc1ccccc1)n2Cc1ccccc1Cl	-3	-0.7	-1.2	1.8	3	-3	3	0	0	3.1
O=[N+]([O-])c1ccc(NCCNc2ccc(Cl)nn2)cc1	1	-0.4	5.6	1.4	-1	15	-15	0	4	1.2
N#Cc1c(-c2ccc(F)cc2)cc(C2CC2)nc1SCC(=O)c1cccs1	-2	-0.8	2.0	-0.3	-13	-66	66	0	15	2.1
O=C(O)CNC(=O)c1cccc(C(F)(F)F)c1	-4	0.3	1.8	0.6	-7	5	-5	-2	-1	-1.6
Cc1cc(C)nc(/N=C2\NC(=O)CC3C(=O)NCCN23)n1 (centres undefined)	nt	-1.2	0.7	0.2	-2	20	-20	-1	-6	1.8
O=C(O)c1ccccc1C(=O)NCC(O)COCC1CC=CCC1 (centres undefined)	nt	-1.7	0.3	1.1	2	13	-13	-2	1	2.0
CC(=O)Oc1ccc(N(C(C)=O)S(=O)(=O)c2ccc(Cl)cc2)c2ccccc12	-1	-0.8	0.9	-2.1	4	-22	22	3	-17	2.7
O=[N+]([O-])c1ccc(Sc2ccccc2)nc1	0	-0.8	3.1	1.9	16	-3	3	nt	1	2.5

# Next entries follow:
Structure	Wnt bcat act	CAL PDZ FP-1	phage Ecoli inh	E coli growth	Tat transport	SR-BI DiI-HDL act	SR-BI HDL uptake	CAL PDZ FP-2	MITF act	AddAB inh
CCOCCCNC(=O)CCc1nnc2n(CCC(C)C)c(=O)c3ccccc3n12	1	0.6	1.4	1.2	-5	4	-4	-6	-5	-0.3
COc1cc(NS(=O)(=O)c2ccc3[nH]c(=O)oc3c2)cc(OC)c1	0	-1.4	3.9	0.3	4	-2	2	-1	-7	-0.3
O=C(OCc1cc(=O)n2c(n1)sc1ccccc12)c1cccc(O)c1	nt	-2.8	3.2	2.0	3	6	-6	-4	33	5.2
O=C1CCCCN1CC(=O)N1CCCC(Nc2ccc(F)cc2)C1 (centres undefined)	1	-1.4	1.0	0.1	0	25	-25	-3	0	-0.5

# Bioassay records (PubChem BioAssay)

# Hits appear at their usual frequency; any-hit rate near 3.6%.
